Screening data as filed in PubChem BioAssay.
D1 agonist = activates the human D1 dopamine receptor | P21728 | hit rate 1% among 360,000 | HEK293 T-REx D1 cells, calcium flux, agonist mode | activation, % at 2 µM; in the data active = activation above about 30%; also: 0% is about no effect
Target sequence (P21728 whole entry, looked up): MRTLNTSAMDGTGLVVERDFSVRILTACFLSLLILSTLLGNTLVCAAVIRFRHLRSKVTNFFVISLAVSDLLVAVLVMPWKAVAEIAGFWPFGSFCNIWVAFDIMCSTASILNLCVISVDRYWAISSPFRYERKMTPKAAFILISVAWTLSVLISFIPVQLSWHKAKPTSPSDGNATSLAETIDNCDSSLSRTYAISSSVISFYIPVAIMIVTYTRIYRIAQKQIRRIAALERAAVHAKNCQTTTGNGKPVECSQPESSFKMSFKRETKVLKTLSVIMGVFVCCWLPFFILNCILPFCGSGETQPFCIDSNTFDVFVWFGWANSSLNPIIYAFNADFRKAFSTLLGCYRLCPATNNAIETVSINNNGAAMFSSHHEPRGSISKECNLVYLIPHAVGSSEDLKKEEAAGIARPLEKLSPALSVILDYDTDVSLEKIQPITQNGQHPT
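Agonism was scored from calcium flux recorded over 180 s (1 read/s) after pintool compound addition, following a 10-cycle baseline. Cells were inducible force-coupled HEK293 TREx D1, plated overnight at 30 C and loaded with no-wash calcium dye.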
D2 PAM = positive allosteric modulators of human D2 dopamine receptor. potentiation, % at 10 µM. P14416. HEK293 T-REx D2, calcium flux, EC20 dopamine potentiation. hit rate 0.34% among 340,000;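 active = potentiation over 3 SD above the plate norm, cut at about 30% in these data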; also: 0% is about no effect
Target sequence (P14416 whole entry, looked up): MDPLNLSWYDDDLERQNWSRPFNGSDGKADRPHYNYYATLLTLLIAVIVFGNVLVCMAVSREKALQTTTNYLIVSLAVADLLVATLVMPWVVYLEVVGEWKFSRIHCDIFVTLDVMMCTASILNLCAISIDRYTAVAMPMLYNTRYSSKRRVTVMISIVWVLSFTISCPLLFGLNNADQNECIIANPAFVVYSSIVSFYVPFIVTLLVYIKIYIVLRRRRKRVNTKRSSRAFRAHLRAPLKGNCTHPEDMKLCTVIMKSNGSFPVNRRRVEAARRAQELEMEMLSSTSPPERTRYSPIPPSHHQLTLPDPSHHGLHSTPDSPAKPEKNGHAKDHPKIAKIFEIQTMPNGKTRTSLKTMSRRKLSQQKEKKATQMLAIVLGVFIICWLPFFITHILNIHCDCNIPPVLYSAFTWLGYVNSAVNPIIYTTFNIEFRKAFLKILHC
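Calcium flux readout, no-wash dye, 1 read/s. Inducible HEK293 Trex D2 line, overnight 30 C. Compound alone 180 s (agonist flags), then EC20 dopamine, another 180 s to score potentiation.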
RXFP1 ag = activates the human relaxin receptor RXFP1; hit rate 0.3% among 370,000; HEK293T-RXFP1 cAMP TR-FRET, 30 min; response scale: percent of porcine relaxin response, buffer zero; Potency, µM (top dose mostly 57.5 µM), without a hit: at the highest dose activation, usual class: activators; Q9HBX9; also: potency is read from the fitted curve at half-maximal effect; % is scaled to controls: 0 for no effect and ±100 for the full control effect; nearly all actives have a fitted effect of over 60% in size; many of its hits are not listed in these tables
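cAMP rise read by TR-FRET after 30 min, 37C compound exposure (up to 58 uM) in RXFP1-transfected HEK293 cells with Ro 20174 present. EC50 from Hill-equation fits, with 29 nM porcine relaxin as 100% and buffer as basal.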
D1 potentiator = enhances dopamine response at the human D1 receptor. P21728. HEK293 TREx D1 cells, calcium flux, dopamine EC20 potentiation. potentiation, % at 10 µM. hit rate 0.036% among 360,000. AID 504651; in the data active = potentiation above about 30%; also: 0% is about no effect
Glioma ERSR ind = inducers of ER stress response in human glioma cells; hit rate 0.02% among 420,000; Potency, µM, for the others: top-dose activation, most hits filed as activators; U87-MG GRP78 promoter luciferase reporter, 16 h; also: potency is read from the fitted curve at half-maximal effect; series mostly up to about 76 µM; % of control where 0% means no effect; nearly all actives have a fitted effect of over 35% in size
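ERSR induction read as luciferase luminescence (Bright-Glo, 10 min at room temperature) in stably transfected human U87-MG glioma cells exposed to compounds for 16 h, using GRP78 as sensor.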
D1 antag = blocks dopamine activation of the human D1 receptor. AID 504652. HEK293 TREx D1 cells, calcium flux, dopamine EC80; hits give low values. activity change, negative = inhibition, % at 10 µM. P21728. hit rate 3.2% among 360,000; in the data active = activity change below about -30%; also: % is scaled to controls: 0 for no effect and ±100 for the full control effect
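After overnight tetracycline induction at 30 C, force-coupled D1 HEK293 cells took up a no-wash calcium dye at room temperature. Compounds were added and monitored 180 s, and the response to EC80 dopamine was then recorded.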
RXFP1 antag = blocks the human relaxin receptor RXFP1; Q9HBX9; HEK293-RXFP1, relaxin-stimulated cAMP HTRF, 30 min; hits give low values; activity change, negative = inhibition, % at 57.5 µM; hit rate 0.59% among 350,000;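 active = activity change of -60% or lower, but not beyond a set lower limit; inconclusive = change between -60% and -40%, or beyond the set limit; inactive = change above -40%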; also: % is scaled to controls: 0 for no effect and ±100 for the full control effect
Vif-A3G inh = inhibitors of Vif-APOBEC3G interaction. HeLa A3G-eYFP + Vif (tagged APOBEC3G with the HIV-1 protein that degrades it), YFP fluorescence, overnight. AID 602310. Potency, µM (top dose mostly 46.1 µM), inactives show at the highest dose activity, negative = active, most hits filed as inhibitors. hit rate 0.076% among 410,000;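 also: potency is read from the fitted curve at half-maximal effect; % is scaled to controls: 0 for no effect and ±100 for the full control effect; nearly all actives have a fitted effect of over 60% in size; hits raise eYFP signal because A3G escapes Vif-driven loss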
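Read-out is eYFP fluorescence (Ex 488/Em 500-530) from Vif-expressing HeLa A3G-eYFP cells; more signal means A3G escaped Vif-mediated degradation. Cells plated overnight, compound pinned in, incubated overnight at 37 deg C.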
Vif-APOBEC3F blk = Vif-A3F binding inhibition; Potency, µM (series often up to 46.1 µM), inactives show at the top dose activity, negative = active; HeLa A3F-eYFP + Vif (tagged APOBEC3F with the HIV-1 protein that degrades it), YFP fluorescence increase; hit rate 0.2% among 390,000; AID 602313; also: potency is read from the fitted curve at half-maximal effect; % of control where 0% means no effect; nearly all actives have a fitted effect of over 65% in size
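Fluorescence increase (Ex 488/Em 500-530) after overnight compound treatment at 37 deg C flags inhibition of Vif-driven A3F-eYFP loss in stable HeLa A3F-eYFP/Vif cells seeded overnight beforehand.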
Numbers without * were called inactive; u = inconclusive; x = no result given. Unless noted, calls follow the shape of the dose curve; as a rule, active = well fitted curve in the direction sought with a large enough effect; inconclusive = small, poorly fitted or top-dose-only effect, or another doubt; inactive = no such curve, though single readings can be large; an effect the other way counts as inactive or inconclusive. Some of the compounds tested (hit frequency here may not be typical).

SMILES	D1 agonist	D2 PAM	RXFP1 ag	D1 potentiator	Glioma ERSR ind	D1 antag	RXFP1 antag	Vif-A3G inh	Vif-APOBEC3F blk
CCC(=O)N(Cc1cc(=O)[nH]c2ccccc12)c1cccc(C)c1	1.5	8.1	1.2%	3.9	0.9%	2.8	2.6	1.6%	1.6%
CCOC(=O)C1=NN(c2ccc(Cl)cc2)C(c2ccccc2)CC1=O (stereo not given)	0.9	9.2	2.5%	0.3	-6.4%	-7.2	-2.5	-2.3%	4.2%
COc1ccccc1NC(=O)N1CCCC(c2nc3c(nnn3Cc3ccc(C)cc3)c(=O)[nH]2)C1 (stereo not given)	1.3	x	-1.3%	1.1	0.9%	-3.3	12.4	0.0%	0.2%
CC(C)(C)CN1CCNC(=O)C1CC(=O)NCCc1ccccc1C(F)(F)F (stereo not given)	3.1	2.0	-2.2%	-1.7	-1.9%	6.6	-5.5	-4.9%	4.9%
Cc1c(Nc2cc(Cl)c3nonc3c2[N+](=O)[O-])c(=O)n(-c2ccccc2)n1C	0.6	5.3	7.8%	-14.4	-11.5%	-11.8	u	-0.4%	-3.7%
CCOC(=O)N1CCN(c2ncnc3c2cnn3-c2ccc(OC)cc2)CC1	8.4	19.1	19.4%	-11.1	3.3%	-8.0	2.5	1.2%	0.6%
COc1ccc(CNC(=O)[C@@H](NC(=O)C2CCN(S(=O)(=O)c3ccccc3)CC2)C(C)C)cc1	0.2	3.6	1.1%	-7.0	-6.8%	-6.0	4.7	-1.6%	3.5%
CCCn1nnc(NCc2ccc(OCc3cccs3)c(OC)c2)n1	3.9	10.4	-1.2%	-5.4	-0.8%	-5.2	12.1	2.2%	-0.4%
O=C(O)c1ccccc1C(=O)Nc1ccc(S(=O)(=O)Nc2ccc(F)cc2)cc1	2.3	6.8	-0.4%	0.6	-6.1%	21.4	2.0	-0.4%	-0.2%
Cc1ccc(C(=O)NC2CCN(CCCC(=O)c3ccc(F)cc3)CC2)cc1	3.0	-25.8	-2.0%	-9.9	-3.4%	-38.5*	-19.5	-5.6%	-4.8%
Cc1cc(C(=O)Nc2ccc(F)cc2C)cs1	0.9	-21.0	-1.9%	-10.6	11.5%	-1.1	-1.9	-0.9%	1.0%
O=C(CNCc1ccccc1)Nc1cccc(Cl)c1Cl	-0.2	-8.3	1.7%	1.3	2.5%	-12.5	-0.7	0.2%	-6.7%
C=CCSc1nncn1/N=C/c1ccc(OC)cc1	-0.2	x	0.0%	-3.4	4.9%	-0.1	-7.3	-7.1%	8.3%
O=C(CCc1ccccc1)Nc1ccc(N2CCCCC2)cc1	2.5	-1.4	0.3%	-3.7	3.0%	6.3	-3.3	-1.8%	0.0%
Cc1noc(/C=C/N(C)C)c1S(=O)(=O)N(C)CC(=O)NC1CCCCC1	2.9	5.3	-1.3%	0.8	-2.3%	-7.3	-7.7	-5.9%	1.3%
CC1CCCCN1C(=O)N[C@@H](Cc1ccccc1)C(=O)O (stereo not given in full)	3.1	-11.2	-0.3%	-1.0	-3.4%	-2.1	-21.9	-3.0%	2.3%
CCOC(=O)CN1CCC(c2cc(-c3ccc(Cl)cc3)n[nH]2)CC1	13.0	-2.9	-3.8%	-6.0	-1.0%	-23.0	-1.9	-5.1%	-11.2%
O=C(Nc1cccnc1)C1CCC(CNS(=O)(=O)c2cccc3nsnc23)CC1 (stereo not given)	2.3	-18.7	2.3%	-3.4	-1.0%	-7.9	-6.9	0.9%	8.7%
COc1ccc(NC(=O)/C(=C\c2ccc(OS(=O)(=O)c3ccc(C)cc3)cc2)NC(=O)c2ccccc2)cc1	0.1	40.2*	0.0%	0.8	-1.6%	-1.8	-9.3	-1.0%	-4.4%
Cc1ccccc1N1C(=O)c2ccccc2NC1c1ccncc1 (stereo not given)	0.4	-2.0	1.1%	-1.6	-9.7%	-11.6	-5.4	0.3%	8.4%
Cc1cc(-c2nnc(-c3ccccc3)c(-c3ccccc3)n2)c(C)o1	-0.9	0.1	0.8%	-1.1	-4.1%	10.5	5.5	-0.3%	-5.7%
CC(=O)Oc1ccc(N(C(C)=O)S(=O)(=O)c2ccc(C)c([N+](=O)[O-])c2)cc1	0.7	9.5	4.2%	-5.6	-5.8%	-0.4	3.0	0.0%	-7.5%
OC(CC#CCN1CCCCC1)(c1ccccc1)c1ccccc1	10.2	8.4	-0.1%	-4.7	1.6%	-17.6	-14.7	-0.1%	8.3%
CCOC(=O)Cc1ccc(NC(=O)N2CCOc3ccc(C)cc32)cc1	0.7	10.2	-0.7%	-2.3	-0.2%	-27.9	-11.1	-2.3%	8.2%
S=c1[nH]ncn1NCc1cccc(Br)c1	x	x	x	x	-4.8%	x	-13.6	1.3%	6.2%

Shown as a hit in D2 PAM, of those listed so far:
SMILES,D1 agonist,D2 PAM,RXFP1 ag,D1 potentiator,Glioma ERSR ind,D1 antag,RXFP1 antag,Vif-A3G inh
COc1ccc(NC(=O)/C(=C\c2ccc(OS(=O)(=O)c3ccc(C)cc3)cc2)NC(=O)c2ccccc2)cc1,0.1,40.2*,0.0%,0.8,-1.6%,-1.8,-9.3,-1.0%

Next part
SMILES	D1 agonist	D2 PAM	RXFP1 ag	D1 potentiator	Glioma ERSR ind	D1 antag	RXFP1 antag	Vif-A3G inh	Vif-APOBEC3F blk
COc1ccccc1N(C)S(=O)(=O)c1ccc(C(=O)NC2CCCCCC2)cc1	12.3	-36.7	-7.3%	-6.2	-2.3%	-11.7	-5.6	1.4%	4.9%
O=C(NC(=S)NCCC1=CCCCC1)c1ccccc1Br	2.8	11.3	1.3%	-3.0	2.8%	20.6	-8.5	-18.6%	-8.8%
Cc1ccc(CNc2nc(-c3ccco3)nn2C(=O)c2ccccc2[N+](=O)[O-])cc1	7.0	6.0	1.0%	-2.4	-4.2%	-62.0*	-19.4	0.0%	-3.0%
Cc1cc(=O)oc(C)c1C(=O)NC1CCCCCCC1	1.4	3.0	0.2%	-1.3	-5.9%	17.5	3.7	-0.3%	4.3%
c1ccc(CN2CN=C(Nc3nc4ccccc4s3)NC2)cc1	0.9	2.0	0.6%	-0.3	-1.0%	12.8	2.8	0.8%	4.1%
Cn1c(C(=O)N[C@@H](Cc2ccccc2)C(=O)O)cc2cc(Cl)ccc21	5.1	10.4	0.5%	5.2	3.6%	7.4	3.7	-4.8%	10.5%
Cc1ccccc1OCCC(=O)Nc1cccc(S(=O)(=O)Nc2ccccc2Cl)c1	8.8	3.0	0.3%	-7.5	-4.2%	-12.6	-5.1	0.6%	-3.6%
COc1ccc(CNC(=O)CC23CC4CC(CC(C4)C2)C3)cc1OC	0.2	3.8	1.1%	9.4	-4.7%	-14.8	-0.4	-4.0%	-14.4%
Cc1ccc(C(=O)CSc2nc(C)cc(C)c2C(N)=O)cc1	2.2	6.9	0.9%	-5.8	3.4%	5.3	-17.3	-1.6%	2.3%
O=C(CN(Cc1ccccc1)C(=O)CSc1nnc(COc2ccccc2)o1)NC1CCCC1	-0.5	1.0	-0.2%	-7.0	-3.4%	-4.7	-2.8	-1.3%	-3.9%
Cc1ccc(SCC(=O)Nc2cc([N+](=O)[O-])ccc2O)cc1	30.2*	16.5	-0.6%	-10.2	-1.9%	-26.4	-25.0	-4.6%	6.7%
CCC1CCCCN1C(=O)CSc1nnc(-c2ccc3c(c2)OCCO3)o1 (stereo not given)	9.0	9.9	0.9%	-11.7	-2.2%	-7.0	-3.1	-2.0%	-3.4%
Cc1ccc(S(=O)(=O)N2CCCCC2)cc1NC(=O)Cc1cccs1	x	x	x	x	-4.0%	x	2.4	-5.2%	-10.5%
COc1ccccc1CNC(=O)C1CCCN(S(=O)(=O)c2cnc[nH]2)C1 (stereo not given)	1.3	8.6	-1.2%	4.8	-0.6%	-9.1	x	2.2%	-11.9%
COc1ccc([C@H]2CC(=O)C=C(c3ccc4ccn(C)c4c3)C2)cc1	5.6	18.4	-1.0%	2.0	6.2%	0.6	x	-29.8%	-0.3%
COc1ccc2nc(N(Cc3cccnc3)C(=O)C3CCCCC3)sc2c1	2.4	13.0	0.4%	-2.4	1.5%	x	-18.7	9.1%	-3.6%
COc1ccc(O/C(=N\S(=O)(=O)c2ccccc2)c2ccccc2)cc1	1.9	x	0.0%	-2.2	0.6%	4.7	-4.6	-0.2%	-2.7%
Cc1ccc([N+](=O)[O-])cc1S(=O)(=O)N1CCN(C)CC1	2.8	-18.4	-1.5%	11.3	-2.2%	4.3	-5.3	4.6%	3.3%
Cc1cc(C)c(NC(=O)Cn2nnc3sc4c(c3c2=O)CCC(C(C)(C)C)C4)c(C)c1 (stereo not given)	-1.1	-1.5	12.4%	-0.3	x	0.6	-4.4	x	x
CC(Oc1ccc(Cl)cc1Cl)C(=O)Nc1ccc2oc(-c3ccncc3)nc2c1 (stereo not given)	14.4	-1.9	3.9%	-1.6	-5.2%	-21.1	1.4	0.9%	-1.4%
CCOC(=O)C1CCCN(c2nc3ccccc3nc2C(C#N)C(=O)OCCOC)C1 (stereo not given)	2.8	14.4	1.8%	1.6	-0.4%	3.1	0.9	-9.4%	-1.9%
Cc1nc(SCC(=O)Nn2c(-c3ccccc3)nc3ccccc3c2=O)n[nH]1	3.3	-3.7	2.3%	0.1	-5.8%	-17.7	-4.7	0.7%	6.9%
CCN(CC)S(=O)(=O)c1cccc(C(=O)N[C@H](C(=O)OCC(=O)Nc2ccccc2)C(C)C)c1	2.2	8.7	2.0%	-2.9	u	x	11.3	2.7%	-4.5%
CC1(C)Cc2ccccc2-c2nnc(SCC(=O)Nc3ccc4c(c3)OCO4)n21	-0.3	11.3	-4.4%	-3.9	-4.2%	-10.0	-19.3	-4.2%	-26.3%
NC(=O)C1(N2CCCCC2)CCN(C(=S)Nc2cccc(Cl)c2)CC1	3.6	-2.6	0.3%	3.4	-3.5%	3.7	-4.7	0.0%	15.1%
CCC(C)(C)C1CCc2[nH]nc(C(=O)NCCN3CCOCC3)c2C1 (stereo not given)	-0.5	-0.3	0.1%	-0.1	-2.6%	12.9	x	3.8%	-0.1%
CCn1c(=S)[nH]c2cc(S(=O)(=O)N3CCOCC3)ccc21	x	x	x	x	0.9%	x	-29.6	-0.5%	10.2%

A few values from the entries so far.
In RXFP1 ag, Cn1c(C(=O)N[C@@H](Cc2ccccc2)C(=O)O)cc2cc(Cl)ccc21 is entered as 0.5%
In RXFP1 antag, COc1ccc(CNC(=O)CC23CC4CC(CC(C4)C2)C3)cc1OC is entered as -0.4
